Source: PubChem
NOD2-RIPK2 inh: NOD2-RIPK2 protein interaction inhibition | inhibition, % at 4.98 µM | 0.38% of 360,000 active | CHO BLA complementation NOD2-RIPK2, CCF4 ratio | AID 624267 | O43353; in the data active means inhibition above about 21%;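 further: 0% = vehicle only and 100% = reference blocker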
Target sequence (O43353 whole entry, looked up): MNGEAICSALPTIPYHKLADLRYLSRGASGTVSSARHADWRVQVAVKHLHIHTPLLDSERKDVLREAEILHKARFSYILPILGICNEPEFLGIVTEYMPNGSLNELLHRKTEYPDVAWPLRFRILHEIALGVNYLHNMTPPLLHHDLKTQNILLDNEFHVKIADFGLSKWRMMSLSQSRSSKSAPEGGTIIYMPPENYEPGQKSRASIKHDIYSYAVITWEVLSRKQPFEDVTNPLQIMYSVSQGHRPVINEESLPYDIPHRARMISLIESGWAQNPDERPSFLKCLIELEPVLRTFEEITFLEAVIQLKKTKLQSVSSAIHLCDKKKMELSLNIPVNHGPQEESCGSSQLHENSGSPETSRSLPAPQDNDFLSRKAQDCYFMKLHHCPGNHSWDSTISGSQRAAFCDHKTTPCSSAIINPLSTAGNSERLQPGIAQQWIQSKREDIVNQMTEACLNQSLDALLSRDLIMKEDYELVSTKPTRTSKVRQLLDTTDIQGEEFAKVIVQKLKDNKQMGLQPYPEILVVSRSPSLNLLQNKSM
TLR9-MyD88 block: TLR9-MyD88 interaction inhibition. CHO BLA complementation TLR9-MyD88, CCF4 FRET ratio. inhibition, % at 4.98 µM. 0.21% of 340,000 active;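 active means inhibition above the mean over all tested compounds plus 3 SD, cut at about 21% in these data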;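 further: 0% = DMSO only wells and 100% = clavulanate BLA inhibitor control wells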
ABHD5-PLIN5 inh: inhibitors of human ABHD5-perilipin-5 interaction. Q00G26+Q8WTS1. Split G. princeps luciferase complementation, luminescence, 4 h. inhibition, % at 4 µM. 0.78% of 360,000 active. AID 602281;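 active means inhibition above the mean inhibition across every tested compound plus 3 SD, cut at about 22% in these data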;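 further: 0% = DMSO only wells and the 100% control is not disclosed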
NCOA2 inhibitor: inhibits human steroid receptor coactivator 2; inhibition, % at 9 µM; Q15596; HEK293 GAL4-SRC2 luciferase reporter, luminescence; AID 651957; 0.17% of 370,000 active;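 active means inhibition above the mean inhibition of all tested compounds plus 3 SD, set per campaign, cut at about 52% in these data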;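 further: 0% = DMSO treated cells and 100% = cells given Gossypol at 36 µM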
MC4R barr agon: human MC4R agonism via beta-arrestin; P32245; U2OS MC4R beta-arrestin complementation, luminescence; percent of melanotan II response, DMSO zero; activation, % at 8.9 µM; 0.98% of 360,000 active; AID 540308;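 active means activation above a per-plate cutoff, the mean activation of sample wells on that plate plus 3 SD, cut at about 8% in these data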
m5-HT2A agonist: agonists of mouse serotonin 5-HT2A receptor (HTR2A) | 0.66% of 360,000 active | P35363 | activation, % at 7.6 µM | CHO-K1 mHTR2A beta-arrestin complementation, luminescence; percent of 30 µM serotonin response;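 active means activation above a run cutoff, the mean activation of all tested compounds plus 3 SD, cut at about 14% in these data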;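 further: 0% = plate median of compound wells and 100% = 30 µM serotonin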
Target sequence (P35363 whole entry, looked up): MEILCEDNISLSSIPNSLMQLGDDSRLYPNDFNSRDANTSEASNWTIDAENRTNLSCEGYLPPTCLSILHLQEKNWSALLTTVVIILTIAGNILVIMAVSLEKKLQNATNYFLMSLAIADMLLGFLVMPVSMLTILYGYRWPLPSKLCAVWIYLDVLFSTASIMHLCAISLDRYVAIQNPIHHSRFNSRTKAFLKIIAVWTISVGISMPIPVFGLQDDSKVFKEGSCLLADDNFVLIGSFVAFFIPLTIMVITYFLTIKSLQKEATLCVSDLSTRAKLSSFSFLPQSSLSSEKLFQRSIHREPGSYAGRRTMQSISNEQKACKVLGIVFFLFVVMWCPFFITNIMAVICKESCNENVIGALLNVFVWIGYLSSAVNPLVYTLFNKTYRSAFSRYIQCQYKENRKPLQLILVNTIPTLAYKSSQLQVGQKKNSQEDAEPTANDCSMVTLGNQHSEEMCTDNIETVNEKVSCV
MC4R antagonist: blocks human MC4R cAMP signaling. MC4R-expressing cells, MTII-stimulated cAMP, LANCE TR-FRET. inhibition, % at 6.5 µM. 0.48% of 360,000 active;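 active means inhibition above its plate's cutoff, the mean of tested wells on that plate plus 3 SD, cut at about 29% in these data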;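 further: 0% = Melanotan II alone and 100% = Melanotan II plus saturating MCL0020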
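System – human MC4R-expressing U2OS cells · Also added – Melanotan II · Dosing – one concentration, 6.5 µM nominal · Timing – 30-min compound, 1-h challenge, 1-h detection, room temperature · Measured by – Eu-cAMP/anti-cAMP TR-FRET, emission 671 nm · Replicates – singlicate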
Glyco luc inh: blocks N-linked glycosylation in D54 reporter cells. 0.23% of 360,000 active. AID 588692. reporter increase, % at 12.5 µM. D54 ERlucT glycosylation luciferase reporter, 24 h; percent of 100 nM tunicamycin response;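 active means mean luciferase reporter signal, scaled so untreated is 0 and the glycosylation-blocking control 100, at or above a set limit in every replicate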;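 further: luciferase carries N-glycosylation sites so blocking glycosylation raises the light; 0% = median of neutral control wells and 100% = median of 100 nM tunicamycin wells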
H9c2 protect: protects H9c2 cardiomyocytes from peroxide injury; H2O2 injury protection, ATPLite, 2 h; protection from H2O2 cell death, % at 20 µM; 0.63% of 360,000 active;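 active means compounds giving at least 50% protection of heart cells from peroxide-induced death in the single-dose screen, raw or plate-pattern-corrected value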;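 further: 0% = DMSO wells with peroxide and 100% = DMSO wells without peroxide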
ABCB6 inh 2: human ABCB6 transporter inhibition | K562-ABCB6 porphyrin accumulation, flow cytometry, 1 h; hits give low values | 0.19% of 360,000 active | Q9NP58 | fluorescence ratio to DMSO, % at 10 µM | AID 602162;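 active means fluorescence ratio to DMSO below 75%, the collection mean minus 3 SD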;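 further: signal is porphyrin accumulated inside mitochondria; 100% equals median channel fluorescence of DMSO control wells; lower ratio means ABCB6 inhibition with less porphyrin fluorescence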
The depositor's hits bear a star; x = not tested or not shown; & = joins results of further samples; ! = a repeat was not active. Some of the compounds tested; the hit share may differ from the screen's.

SMILES | NOD2-RIPK2 inh | TLR9-MyD88 block | ABHD5-PLIN5 inh | NCOA2 inhibitor | MC4R barr agon | m5-HT2A agonist | MC4R antagonist | Glyco luc inh | H9c2 protect | ABCB6 inh 2
CN(C)CCCN1C(=O)c2oc3ccc(F)cc3c(=O)c2C1c1cccnc1 (configuration not stated) | -1 | -6 | 3 | -28 | -0.2 | 4 | 5 | 2 | 7 | 101
Cc1ccc(C(=O)OCC(=O)Nc2cccc(S(=O)(=O)N3CCOCC3)c2)o1 | 3 | -3 | 5 | -1 | -2.5 | -2 | 8 | 1 | -3 | 96
C/C(=N\O)c1ccccc1C(=O)O | -7 | -12 | 5 | 15 | -1.9 | 5 | 9 | 1 | 8 | 101
O=C(NCC(F)(F)F)c1cc2c(c(-c3cccc(-c4ccccc4F)c3)n1)[C@H](CCO)N(C(=O)CC1CC1)C2 | -5 | x | 9 | -44 | x | -3 | x | x | x | 92
CC1CCCC(NC(=O)COC(=O)CCC(=O)c2cccs2)C1C (configuration not stated) | -7 | 1 | -2 | -8 | -1.8 | -2 | 7 | 0 | 0 | 101
COc1ccc(C2CC(c3ccccc3)=NN2C(=O)CSc2ncccn2)cc1 (configuration not stated) | -3 | -1 | 3 | 21 | -0.8 | -1 | 5 | 0 | 4 | 100
Cc1nn(C)c(Oc2ccccc2)c1CCNC(=O)C(C)(C)C | 7 | 0 | 2 | 2 | -0.3 | 4 | -3 | 1 | 1 | 102
CCOc1ccc(N(CC(=O)NCCc2ccccc2)C(=O)CCC(=O)Nc2cc(C)ccn2)cc1 | -6 | 2 | -5 | -8 | 0.6 | -7 | 0 | 3 | -6 | 154
Nc1ccc(S(=O)(=O)C(F)(F)F)cc1N | -5 | 1 | -4 | -11 | 1.5 | -1 | 6 | 4 | -12 | 106
O=S1(=O)C[C@@H](N2CC[C@@H](O)C2)[C@H](COCc2ccccc2)N1 | 5 | x | -5 | 9 | x | 4 | x | 0 | -2 | 98
CCCn1c(=O)c(C(=O)Nc2ncccc2O)c(O)c2ccccc21 | 16 | -14 | -3 | 19 | 0.5 | 2 | 2 | 0 | -4 | 104
CCn1c(SCC(=O)N2c3ccccc3Sc3ccccc32)nnc1-c1ccco1 | -12 | -5 | 3 | 3 | -1.4 | 3 | 11 | 1 | 0 | 105
CCOC(=O)N1CCN(S(=O)(=O)c2ccc(C(=O)Nc3nc4c(s3)CC(C)CC4)cc2)CC1 (configuration not stated) | -12 | -7 | 4 | -6 | -0.7 | -3 | 14 | 9 | 17 | 94
Fc1cc2[nH]c(=S)[nH]c2cc1Cl | 0 | 7 | 4 | -82 | -3.2 | 6 | 1 | 3 | -2 | 96
CCN(CC)CCC(c1ccc2c(c1)OCO2)c1c(OC)cc(OC)c2c(-c3ccccc3)cc(=O)oc12 (configuration not stated) | 11 | 2 | 19 | -2 | 0.5 | -7 | 1 | -5 | -9 | 98
Cc1ccsc1/C=C1\CCC(C2CCCC2)C1=O (configuration not stated) | -11 | 1 | -7 | -13 | 6.6 | 3 | 13 | -13 | -16 | 100
COc1cc(C)c(C(=O)Oc2cc(C)c(C(=O)O)c(O)c2C)c(O)c1C(=O)O | -2 | -8 | 0 | -4 | 0.0 | 1 | 11 | 2 | -6 | 102
NC(=O)C1CCN(C(=O)C2CC(=O)N(c3ccc4c(c3)OCCO4)C2)CC1 (configuration not stated) | -9 | -2 | 6 | 2 | -1.4 | 5 | 0 | 1 | 13 | 99
Cc1ccc(/C=C2\Sc3ccccc3C2=O)s1 | -8 | 3 | 4 | -22 | -0.4 | 0 | 4 | -2 | -8 | 112
COc1nc(Oc2ccc(=O)[nH]n2)nc(N2CCOCC2)n1 | -2 | 1 | 1 | -13 | -0.1 | -4 | 0 | 1 | -7 | 106
COc1cc(/C=C/C(=O)OCC(=O)NCc2ccco2)cc(OC)c1OC | -2 | 3 | -6 | -11 | 0.6 | -1 | -1 | 5 | 6 | 102
CCOc1ccc(N(CC(=O)NCCSCc2ccccc2)S(C)(=O)=O)cc1 | 13 | -2 | -5 | 11 | -2.2 | 1 | 4 | -1 | -2 | 79
COc1ccc(NC(=O)COc2nc(N(C)C)nc(N(C)C)n2)cc1 | -9 | -3 | -2 | -2 | 2.7 | 5 | 1 | 0 | -4 | 96
CCCn1cnc2cc(NCc3ccccc3O)ccc21 | -3 | -4 | 1 | -25 | -1.4 | -6 | -1 | -4 | -2 | 95
COC(=O)c1[nH]c(C)c(/C(O)=C2\C(=O)C(=O)N(CCN3CCOCC3)C2c2ccccc2OC)c1C (configuration not stated) | 5 | -7 | -4 | -11 | -3.3 | -1 | 5 | 2 | -4 | 94
(further entries)
SMILES | NOD2-RIPK2 inh | TLR9-MyD88 block | ABHD5-PLIN5 inh | NCOA2 inhibitor | MC4R barr agon | m5-HT2A agonist | MC4R antagonist | Glyco luc inh | H9c2 protect | ABCB6 inh 2
Clc1ccc(/C(Cc2nc3ccccc3[nH]2)=N\Nc2ccccc2)cc1 | -12 | 1 | -9 | -60 | -0.2 | -5 | 4 | -4 | -15 | 110
Cc1cccc(NC(=O)CNC(=O)c2ccco2)n1 | 1 | 11 | 1 | -11 | -1.9 | 7 | 4 | 2 | 0 | 98
O=C(CN(c1ccc(F)cc1)S(=O)(=O)c1ccccc1)NC1CCCCCC1 | -9 | 13 | 10 | 6 | 1.1 | 3 | 2 | -1 | -2 | 104
Cc1cc2nc3n(c2cc1C)CC1CC(C(=O)NCCC(C)C)N(C)C31 (configuration not stated) | -9 | -2 | -2 | -41 | -1.4 | 11 | 9 | 6 | -4 | 98
Cc1ccsc1/C=N/NC(=S)NCc1ccccc1 | 3 | -3 | -11 | -19 | -1.5 | 1 | 0 | -1 | -12 | 96
O=C(NC1CCCC1)C(c1ccco1)N1CCN(c2c(Cl)cncc2Cl)CC1 (configuration not stated) | -5 | x | -3 | -16 | x | -3 | x | x | x | x
CCCCOc1cccc2c(=O)n(CC(=O)Nc3ccc4c(c3)OCCO4)ccc12 | -17 | x | -4 | -48 | 5.8 | 1 | 1 | 1 | -10 | 97
CCN1CCN(c2nc(SC)nc3sc4c(c23)CC(C)(C)OC4)CC1 | -14 | -47 | -2 | -20 | 2.2 | 1 | 9 | -3 | 11 | 119
Cn1nc(C(F)(F)F)c2cc(NC(=O)OCc3ccc(F)cc3)sc21 | 6 | 9 | -8 | -4 | -1.0 | -4 | 16 | -6 | -12 | 86
CC(=O)N1CCC(C(=O)OCc2ccc(Cl)cc2)(c2ccccc2)CC1 | 6 | 2 | 3 | 6 | 3.6 | -1 | 24 | -5 | -5 | 103
O=[N+]([O-])c1ccccc1/C=N/N1CCN(c2ccc(Cl)cc2)CC1 | -7 | 5 | -12 | 29 | -1.8 | 1 | 3 | 3 | -18 | 97
CCCn1c(NCc2cc(C)ccc2O)nc2ccccc21 | -4 | 5 | 2 | -35 | -1.4 | -6 | 2 | -2 | -8 | 100
NC(=O)CSc1nnc(NC(=O)C23CC4CC(CC(C4)C2)C3)s1 | -8 | -2 | -4 | x | -0.2 | -4 | -1 | 3 | -6 | 100
O=C(NCc1ccccn1)c1cccc(NS(=O)(=O)c2cccc(Cl)c2)c1 | -7 | -3 | 2 | -28 | 0.0 | -4 | -3 | 0 | 6 | 94
COc1ccc(C2C(C(=O)N3CCCC3)c3cc(OC)c(OC)cc3C(=O)N2C)cc1OC (configuration not stated) | -1 | -1 | 5 | -18 | 0.8 | 8 | 4 | 2 | 0 | 98
CCNc1nc(NC(C)C)nc(NS(=O)(=O)c2ccc(N)cc2)n1 | -17 | 8 | 2 | -7 | 2.1 | 4 | 7 | -2 | 1 | 98
Cc1cc(C)cc(Oc2ccc(NC(=O)C3CC=CCC3C(=O)O)cc2)c1 (configuration not stated) | 4 | 6 | 4 | -4 | -2.0 | 0 | 14 | -2 | 4 | 92
CCO/N=C(/C)c1c(O)cc(-c2ccccc2)n(-c2ccccc2)c1=O | -14 | 4 | 5 | -12 | 0.9 | 4 | 17 | 0 | 3 | 92
O=C(NCc1cccs1)c1cccc(Nc2nc3ccc(Br)cc3[nH]2)c1 | 6 | 1 | -6 | -17 | 3.6 | 3 | 3 | 1 | -7 | 97
CCN1C(=O)S/C(=C/c2c(OCc3ccc(C(=O)O)cc3)ccc3ccccc23)C1=O | -10 | 1 | 4 | -11 | -2.5 | 2 | 23 | 4 | 0 | 101
CCCn1nnnc1NCc1cc(Br)ccc1OC | 2 | 7 | -1 | -2 | -0.2 | 5 | 3 | 1 | 5 | 91
CCOC(=O)c1sc(=NC(=O)CCSc2ccccc2)n(C)c1C | 0 | 5 | -3 | -10 | -3.0 | 3 | 1 | 1 | -7 | 98
CCOC(=O)c1ccccc1-n1c(C)cc(C2N=C(N)Nc3nc4ccccc4n32)c1C (configuration not stated) | -10 | 8 | -1 | -6 | 0.3 | -3 | 11 | 0 | 5 | 84
Cc1ccc(S(=O)(=O)N2CCN(Cc3ccco3)CC2)c(C)c1 | 5 | -2 | 6 | -5 | 1.4 | 2 | 2 | -3 | -5 | 99
COc1ccccc1Cn1c(C)c(C(=O)NCc2ccco2)sc1=O | 6 | x | 9 | -5 | 0.6 | -2 | 5 | -5 | 3 | 101
Later entries:
SMILES | NOD2-RIPK2 inh | TLR9-MyD88 block | ABHD5-PLIN5 inh | NCOA2 inhibitor | MC4R barr agon | m5-HT2A agonist | MC4R antagonist | Glyco luc inh | H9c2 protect | ABCB6 inh 2
NC(=O)c1cc2cc(Br)ccc2o/c1=N/NC(=O)c1cccc(F)c1 | -9 | 1 | 1 | -16 | -1.2 | 0 | 3 | 1 | 6 | 97
O=C(NCc1ccccc1CN1CCCC1)c1ccc(Cl)c(S(=O)(=O)N2CCCC2)c1 | -8 | -1 | 1 | 21 | -0.5 | -17 | 2 | -7 | 8 | 98
COc1ccccc1N1CCN(CC(=O)NCc2ccc(Cl)cc2)CC1 | -10 | -1 | -3 | 9 | -0.6 | -6 | 8 | 0 | 4 | 103
COc1cc2[nH]c(=S)n(CCN3CCCCC3C)c(=O)c2cc1OC (configuration not stated) | -5 | -1 | 5 | -28 | -0.2 | 2 | 3 | -4 | 13 | 102
CCOc1ccccc1NC(=O)c1ccc(F)c(S(=O)(=O)N2CCC3(CC2)OCCO3)c1 | -4 | 8 | 0 | -15 | 2.1 | 0 | 10 | 2 | 6 | 89
Cc1cc(C)c(S(=O)(=O)N2CCOCC2)cc1C | 0 | 0 | 2 | 19 | -3.1 | -1 | -6 | 1 | 0 | 100
Cc1cccn2c(=O)c3cc(C#N)c(=NC(=O)c4ccccc4)n(Cc4ccco4)c3nc12 | -11&-16 | -9&-9 | 46*! | 7 | -0.7&-0.6 | -3&2 | 19&4 | 4&8 | 43&27 | 126&110
CC1(C)CC(=O)C(=Cc2cn(CCC#N)nc2-c2ccc(Cl)cc2)C(=O)C1 | 18 | -2 | 14 | -9 | -2.0 | 0 | 20 | 0 | -16 | 99
CCCN1CCN(C2CCCCC2NS(=O)(=O)c2ccc(Cl)cc2)CC1 (configuration not stated) | -2 | 6 | 3 | x | -1.4 | -6 | 2 | -2 | 2 | 100
CCOC(=O)c1[nH]cnc1C(=O)N1CCC(C)CC1 | -11 | 2 | 13 | 13 | 0.4 | 4 | 4 | 1 | 2 | 95
